# Source: PubChem BioAssay
# M1 ag – human M1 muscarinic receptor agonists, primary screen, Fluo-8 calcium fluorescence, CHO-K1 cells, HTS; CHO-K1 hM1, agonist mode; 0% DMSO, 100% acetylcholine EC100; AID 588814, 2011; activation, % at 3 µM; actives 0.33% (n = 360,000);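 active = activation above the run's mean compound activation plus 3 SD, cut at about 16% in these data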;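 also: peak over basal fluorescence ratio within a 140 s kinetic read after compound addition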
# Target sequence (P11229 whole entry, looked up): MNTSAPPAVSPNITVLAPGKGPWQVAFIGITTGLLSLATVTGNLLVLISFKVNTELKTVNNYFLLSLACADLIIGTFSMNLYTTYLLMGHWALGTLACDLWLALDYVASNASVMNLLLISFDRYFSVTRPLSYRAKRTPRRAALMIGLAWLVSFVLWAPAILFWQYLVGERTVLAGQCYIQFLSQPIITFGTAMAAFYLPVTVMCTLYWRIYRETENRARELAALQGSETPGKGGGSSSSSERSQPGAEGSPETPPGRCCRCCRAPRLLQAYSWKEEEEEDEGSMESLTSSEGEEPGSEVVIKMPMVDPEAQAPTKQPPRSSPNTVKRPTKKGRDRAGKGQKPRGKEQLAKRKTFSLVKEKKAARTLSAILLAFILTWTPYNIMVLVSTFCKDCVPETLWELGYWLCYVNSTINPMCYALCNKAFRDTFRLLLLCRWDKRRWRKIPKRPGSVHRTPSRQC
# OXTR potentiate – human OXTR potentiators, primary screen, fluorescence, CHO-OTR cells, Fluo-8 calcium. Oxytocin receptor (Homo sapiens), P30559. Fluo-8 calcium fluorescence, potentiator mode; 0% = oxytocin EC15, 100% = EC100. actives 0.061% (n = 320,000). activation, % at 3 µM. AID 2445, 2010;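 active = activation above that plate's cutoff, the mean activation of tested compounds plus 3 SD, cut at about 6.6% in these data, passing the limit was not always enough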;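 also: 100% uses oxytocin at 75 nM as the full agonist control; some results filed as inactive read as strong as hits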
# Target sequence (P30559 whole entry, looked up): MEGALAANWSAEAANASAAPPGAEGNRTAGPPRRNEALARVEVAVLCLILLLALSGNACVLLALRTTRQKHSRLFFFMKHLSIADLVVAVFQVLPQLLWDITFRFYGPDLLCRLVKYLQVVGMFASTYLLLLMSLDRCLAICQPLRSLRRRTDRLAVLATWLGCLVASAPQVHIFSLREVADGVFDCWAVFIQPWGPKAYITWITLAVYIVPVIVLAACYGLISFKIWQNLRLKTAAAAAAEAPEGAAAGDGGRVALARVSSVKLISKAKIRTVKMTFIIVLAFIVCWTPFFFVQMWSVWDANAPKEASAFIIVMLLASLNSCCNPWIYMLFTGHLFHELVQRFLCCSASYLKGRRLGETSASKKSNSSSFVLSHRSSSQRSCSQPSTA
#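 Dosing: Single dose, 3.0 µM nominal final compound concentration | Material: Human OTR in CHO cells | Technique: Kinetic Fluo-8 calcium fluorescence | Benchmarks: EC15 oxytocin alone as 0%, 75 nM oxytocin as 100% | Probe or stimulus: Oxytocin at about EC15, sub-maximal agonist stimulus | Incubation: Compound 6 min at room temperature before oxytocin, 100 s read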
# CHRM4 agonist – human M4 muscarinic receptor agonists, primary screen, CHO-K1 cells, Fluo-8 calcium fluorescence; CHO-K1 hM4/Gqi5; vehicle 0%, full acetylcholine response 100%; actives 0.14% (n = 360,000); activation, % at 3 µM; Muscarinic acetylcholine receptor M4 (Homo sapiens), P08173;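 active = activation above the run mean over all test wells plus 3 SD, cut at about 32% in these data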;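 also: peak over basal fluorescence ratio per well then scaled between controls; 0% = DMSO wells and 100% = acetylcholine at EC100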
# CHRM1 antagonist – human M1 muscarinic receptor antagonists, primary screen, CHO-K1 cells, Fluo-8 calcium fluorescence, 1536-well; Muscarinic acetylcholine receptor M1 (Homo sapiens), P11229; CHO-K1 hM1, ACh EC80 antagonist; inhibition, % at 3 µM; actives 1.3% (n = 360,000);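 active = percent inhibition above its own plate's cutoff, namely the mean of that plate's compound wells plus 3 SD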;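 also: peak over basal fluorescence ratio during 140 s after agonist addition; 0% = ACh EC80 plus DMSO and 100% = DMSO alone without agonist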
# M4 antag – human M4 muscarinic receptor antagonists, primary screen, CHO cells, Fluo-8 calcium fluorescence. Muscarinic acetylcholine receptor M4 (Homo sapiens), P08173. CHO-hM4 cells, ACh EC80. inhibition, % at 3 µM. actives 0.73% (n = 360,000). AID 624125, 2012;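 active = inhibition above its plate's cutoff, the mean inhibition of sample wells plus 3 SD, cut at about 27% in these data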;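 also: 0% = acetylcholine EC80 with DMSO and 100% = DMSO without agonist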
# CHRM1 PAM – human M1 muscarinic receptor positive allosteric modulators, primary screen, CHO-K1 cells, Fluo-8 calcium fluorescence, 1536-well; CHO-K1 hM1, ACh EC20; 0% = ACh EC20, 100% = maximal ACh; actives 0.088% (n = 360,000); activation, % at 3 µM; in the data active = activation above about 19%, passing the limit was not always enough
# M1 ag parental – counter-screen for M1 agonists: effect in parental CHO-K1 cells. Fluo-8 calcium fluorescence; scaled to maximal ATP response, vehicle zero. activation, % at 3 µM. actives 0.48% (n = 360,000); in the data active = activation above about 15%;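 also: untransfected CHO-K1 host cells lacking M1 receptor as counterscreen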
# CHO parental Ca – ATP-evoked calcium signal inhibitors, parental CHO, primary screen, counter-screen for OX1R antagonist project, cell-based, fluorescence, Fluo-8 calcium dye; AID 463079, 2010; actives 0.63% (n = 330,000); parental CHO-K1, ATP-induced calcium, Fluo-8 fluorescence; inhibition, % at 5.6 µM;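 active = inhibition above that plate's mean sample inhibition plus 3 SD, cut at about 26% in these data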;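 also: 0% = ATP-challenged DMSO wells and 100% = DMSO wells without ATP; some compounds past the cut are filed as inactive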
#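 Test system: untransfected parental CHO cell line; also added: ATP stimulus; dosing: 5.6 µM, single dose; signal: calcium-sensitive Fluo-8 fluorescence; measure: percent inhibition of ATP-evoked calcium rise, normalized to controls; benchmarks: low control ATP plus DMSO, high control DMSO only; replication: one well per compound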
# CHO-K1 Ca antag – counter-screen for M1 antagonists: effect in parental CHO-K1 cells. ATP-induced calcium, Fluo-8 fluorescence. inhibition, % at 3 µM. actives 0.6% (n = 360,000). AID 602250;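 active = inhibition above a per-plate cutoff, the plate's mean sample inhibition plus 3 SD, cut at about 24% in these data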;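 also: 0% = DMSO plus EC80 ATP and 100% = DMSO alone without ATP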
# * marks the source's active call; other numbers are inactive results; · = no result given.
entry	SMILES	M1 ag	OXTR potentiate	CHRM4 agonist	CHRM1 antagonist	M4 antag
1	Cc1ccc(C2=NN(CC(=O)NCc3cccs3)C(=O)CC2)cc1	-5	-5	0	-9	-3
2	Cc1cc(C)cc(NC(=S)N2CCCC2)c1	-2	·	1	-19	-2
3	COc1ccccc1CCNC(=O)C1(C)CC1(Cl)Cl (stereo not given)	-9	5	1	-2	6
4	Cc1ccc2c(c1)CC(C)N2S(=O)(=O)c1nnc(NC(=O)CC(C)C)s1 (stereo not given)	-2	-12	1	0	2
5	O=C(NCC1CCCO1)c1cccc(S(=O)(=O)N2CCOCC2)c1 (stereo not given)	-2	0	1	17	7
6	O=C(CSc1nnc2ccc3ccccc3n12)N1CCOCC1	-4	4	0	-3	0
7	Cc1ccccc1OCCC(=O)Nc1cc(S(=O)(=O)N2CCOCC2)ccc1OC(C)C	-3	-2	3	0	5
8	CCOC(=O)c1ccc(NC(=S)N2CCN(c3ccc(N4CCOCC4)nn3)CC2)cc1	-13	-6	1	-4	-3

entry	CHRM1 PAM	M1 ag parental	CHO parental Ca	CHO-K1 Ca antag
1	4	-0.1	-21	-12
2	10	2.2	·	-9
3	4	0.5	-9	-16
4	1	0.5	-10	-5
5	-4	-0.4	-5	5
6	-2	-0.1	-4	-5
7	3	1.5	-15	-6
8	11	1.7	-14	-18

entry	SMILES	M1 ag	OXTR potentiate	CHRM4 agonist	CHRM1 antagonist	M4 antag
9	Cc1cccc(-n2ccc(=O)c(C(=O)Nc3ccc(S(=O)(=O)Nc4onc(C)c4C)cc3)n2)c1	-1	-5	0	-6	6
10	CCN(Cc1cnn(C)c1)C(=O)C1CCC(=O)N(CCc2ccc(OC)cc2)C1 (stereo not given)	-3	1	0	-12	1
11	CCC(C)NCCCOc1ccc([N+](=O)[O-])cc1 (stereo not given)	-8	5	2	7	-7
12	CC(C)C[C@@H](CN1CCC[C@@H]1CN1C(=O)C(=O)NC[C@@H]1Cc1ccccc1)N1C[C@H](Cc2ccc(O)cc2)N(CC2CCCCC2)C(=O)C1=O	-6	·	1	-8	-22
13	COc1ccc(CCNC(=O)c2ccc(NC(=O)CC3SC(N4CCCC4)=NC3=O)cc2)cc1OC (stereo not given)	2	·	-1	-20	-7
14	Cc1nn(S(=O)(=O)N(C)C)c(C)c1CN1C(=O)c2ccccc2C1=O	-4	-2	0	-9	-1
15	CC(=O)Oc1ccc(C(=O)Nc2cccc3c2CCCC3)cc1	3	2	1	7	-7
16	CC(C(=O)N1CCc2ccccc21)N(C)CC(=O)Nc1ccccc1Cl (stereo not given)	-2	3	1	-1	1

entry	CHRM1 PAM	M1 ag parental	CHO parental Ca	CHO-K1 Ca antag
9	4	0.1	-11	-9
10	9	0.6	-7	-13
11	-15	0.4	-11	-10
12	3	0.1	·	-8
13	16	0.1	·	-11
14	6	0.7	-19	-7
15	3	-0.1	-11	1
16	1	0.6	-22	-13

entry	SMILES	M1 ag	OXTR potentiate	CHRM4 agonist	CHRM1 antagonist	M4 antag
17	CCOC(=O)N1CCN(C(=O)/C(=C/c2ccc(N(C)C)cc2)NC(=O)c2ccccc2)CC1	-3	1	2	-2	-1
18	O=C(Nc1ccncc1)c1ccc(-c2ccccc2)cc1	0	-15	14	18	20
19	CCN(CC1CCCN(CCc2cccc(F)c2)C1)C(=O)c1ccoc1C (stereo not given)	-9	·	1	9	6
20	NS(=O)(=O)c1cccc(NC(=O)CSc2nc3ccccc3[nH]2)c1	-2	-4	1	-7	3
21	CC(C)(C)C(=O)Nc1ccc(C(=O)COC(=O)C2CC2)cc1	7	·	4	1	-8
22	CCOc1ccc(CCNC(=O)CSCC(=O)Nc2ccc(OC)cc2)cc1OCC	-3	-4	3	0	-4
23	CNC(=O)c1c(NC(=O)CS(=O)(=O)c2ccccc2)sc(C)c1C	-5	-7	2	9	-5
24	COc1cccc(NC(=O)CCN2CCOCC2)c1	0	1	2	21	3

entry	CHRM1 PAM	M1 ag parental	CHO parental Ca	CHO-K1 Ca antag
17	4	0.2	-11	-14
18	-1	13	58*	18
19	-11	-0.6	·	-6
20	5	0.7	-7	-16
21	17	0.2	·	21
22	0	0.3	-20	5
23	2	-0.2	-7	19
24	-10	0.2	-6	-6

# Exported as tab-separated lines: 5 of the compounds above.
entry	Structure	M1 ag	OXTR potentiate	CHRM4 agonist	CHRM1 antagonist	M4 antag	CHRM1 PAM	M1 ag parental	CHO parental Ca	CHO-K1 Ca antag
16	CC(C(=O)N1CCc2ccccc21)N(C)CC(=O)Nc1ccccc1Cl (stereo not given)	-2	3	1	-1	1	1	0.6	-22	-13
9	Cc1cccc(-n2ccc(=O)c(C(=O)Nc3ccc(S(=O)(=O)Nc4onc(C)c4C)cc3)n2)c1	-1	-5	0	-6	6	4	0.1	-11	-9
1	Cc1ccc(C2=NN(CC(=O)NCc3cccs3)C(=O)CC2)cc1	-5	-5	0	-9	-3	4	-0.1	-21	-12
24	COc1cccc(NC(=O)CCN2CCOCC2)c1	0	1	2	21	3	-10	0.2	-6	-6
3	COc1ccccc1CCNC(=O)C1(C)CC1(Cl)Cl (stereo not given)	-9	5	1	-2	6	4	0.5	-9	-16

# (continued)
entry	SMILES	M1 ag	OXTR potentiate	CHRM4 agonist	CHRM1 antagonist	M4 antag
25	COc1ccc(NC(=O)c2cccc(OC(=S)N3CCOCC3)c2)cc1	2	-10	10	-9	10
26	CCCCN(C(=O)CSCC(=O)Nc1cccc(C)c1)c1c(N)n(Cc2ccccc2)c(=O)[nH]c1=O	-3	-8	-1	14	-2
27	c1ccc(CN=C2NN=C(c3cc4ccccc4o3)CS2)cc1	-1	1	0	-15	-6
28	CC(C)CC(=O)Nc1ccccc1Oc1ccccc1	-7	-2	0	-25	0
29	CCOc1ccc(C(=O)NCC(=O)NCC(c2ccc(OC)cc2)N2CCOCC2)cc1OCC (stereo not given)	-6	-4	1	12	-6
30	Cn1c(=O)c2ncn(CC(=O)Nc3nc(-c4ccc(Cl)cc4)cs3)c2n(C)c1=O	1	-16	1	4	-4
31	Cc1nc(C(F)(F)F)c(C(=O)N/N=C(\N)c2cccnc2)s1	-8	-1	0	-1	10
32	CN(CC(=O)Nc1ccc(F)cc1)C(=O)COC(=O)C1CCN(c2ccc(C(F)(F)F)cn2)CC1	-1	-10	6	0	-1

entry	CHRM1 PAM	M1 ag parental	CHO parental Ca	CHO-K1 Ca antag
25	3	4.7	-2	-7
26	-3	-0.4	-11	5
27	12	0.1	-8	-12
28	2	-0.7	-30	-3
29	-3	0.0	8	9
30	5	0.1	-7	-13
31	11	0.8	-6	-8
32	4	7.6	-25	19

entry	SMILES	M1 ag	OXTR potentiate	CHRM4 agonist	CHRM1 antagonist	M4 antag
33	O=C(NCc1cccnc1)c1ccc(-c2ccccc2[N+](=O)[O-])o1	-4	-1	1	-7	0
34	Cc1ccccc1CC1(CO)CCCN(C(=O)c2ccoc2)C1 (stereo not given)	-4	·	2	-5	-7
35	COc1ccccc1NS(=O)(=O)c1cc(C(=O)N2CCN(C(=O)c3ccco3)CC2)ccc1F	-1	·	11	1	-1
36	Cc1cccc2cc(C#N)c(N3CCC(O)CC3)nc12	-2	-7	-1	13	3
37	O=C1c2ccccc2C(=O)N1OCc1c(F)cccc1Cl	-5	-3	1	-5	-1
38	CSc1ccccc1NC(=O)CO/N=C(\C)c1cc2ccccc2o1	-10	3	0	-11	-9
39	CSCC(C)N1CCC(n2nccc2NC(=O)CCOc2ccccc2)CC1 (stereo not given)	-5	-9	1	-3	4
40	COc1ccc(NC(=O)Nc2cccc3ccccc23)c(OC)c1	-5	-9	1	-11	1

entry	CHRM1 PAM	M1 ag parental	CHO parental Ca	CHO-K1 Ca antag
33	2	0.1	-1	-2
34	7	1.9	·	-1
35	6	5.4	·	-18
36	3	-0.6	5	8
37	1	0.8	-2	4
38	9	-0.1	-22	8
39	0	-0.1	-21	3
40	8	-0.1	-7	7

entry	SMILES	M1 ag	OXTR potentiate	CHRM4 agonist	CHRM1 antagonist	M4 antag
41	O=C(N/C=C/c1ccco1)NCc1ccccc1	-3	-2	1	-4	1
42	COc1ccc(C(=O)Nc2ccnn2C2CCN(CCC(C)c3ccc(C)o3)CC2)cc1 (stereo not given)	13	-9	3	3	13
43	O=C(COc1ccccc1[N+](=O)[O-])Nc1cccc(C(=O)Nc2ccccc2C(=O)O)c1	0	-2	-2	-15	-4
44	COC(=O)C1CC(c2ccc(Cl)cc2)=NO1 (stereo not given)	-7	-3	2	2	-3
45	O=C(COc1ccc(Cl)cc1Cl)N1CCCC1	-1	5	-1	-6	3
46	Cc1c(NC(=O)COC(=O)/C=C/c2ccccc2Br)c(=O)n(-c2ccccc2)n1C	-5	1	0	21	3
47	CN1CCN(C(=S)c2ccc(N(C)C)cc2)CC1	-4	-4	1	-6	0
48	COc1ccc(C2N(C(=O)c3ccccc3)CCN2C(=O)c2ccccc2)cc1	-1	-23	3	12	0

entry	CHRM1 PAM	M1 ag parental	CHO parental Ca	CHO-K1 Ca antag
41	3	-0.4	-5	8
42	-3	0.1	-10	-6
43	16	-0.2	-19	1
44	1	-0.5	6	-8
45	11	-0.5	-13	13
46	-7	-0.6	-19	2
47	4	-0.3	-6	-11
48	-4	0.5	-26	-9

entry	SMILES	M1 ag	OXTR potentiate	CHRM4 agonist	CHRM1 antagonist	M4 antag
49	C1=CC2=NC34CCCCC3CC3=C(CCCC3)N4C2=CC1=NC1CCCCC1 (stereo not given)	-3	-4	2	6	0
50	CCc1ccc(-c2nc(SCC(=O)c3c(N)n(C4CC4)c(=O)[nH]c3=O)n[nH]2)cc1	-2	-1	0	3	-2
51	CC(=O)c1c(C(C)=O)c(C)n(-c2nc(-c3cccs3)c(C)s2)c1C	0	-15	5	-18	6
52	O=C(COC(=O)CN1C(=O)c2ccccc2C1=O)NC1CCCCC1	-3	3	3	-5	9
53	COc1ccccc1N(C)S(=O)(=O)c1ccc(C)c(C(=O)Nc2nccs2)c1	-4	-12	12	7	-5
54	COc1cc([N+](=O)[O-])ccc1NC(=S)NC(=O)CC(C)(C)C	-5	-10	-2	-1	8

entry	CHRM1 PAM	M1 ag parental	CHO parental Ca	CHO-K1 Ca antag
49	-3	1.0	-23	-6
50	-1	-0.2	-18	-13
51	4	2.3	-22	-7
52	6	0.2	-16	-15
53	-3	3.3	-26	-2
54	-2	-0.6	-14	-10
